PPARg SRC1 recr: promotes SRC-1 coactivator recruitment by human PPARgamma | PPARgamma-SRC-1 coactivator recruitment biochemical assay | activation, % at 8 µM | 200,000 compounds, 0.41% hits | AID 631; in the data active = activation above about 19%;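 note: 0% = DMSO and 100% = reference agonist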
PPARg SRC-2 ag: promotes SRC-2 coactivator recruitment by human PPARgamma | 200,000 compounds, 0.34% hits | activation, % at 8 µM | PPARgamma LBD-SRC-2 recruitment, biochemical | AID 1032 | P37231; in the data active = activation above about 22%;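 note: 0% = vehicle and 100% = reference agonist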
PPARg SRC-3 ag: promotes SRC-3 coactivator recruitment by human PPARgamma. activation, % at 8 µM. biochemical PPARgamma/SRC-3 coactivator recruitment assay. P37231. 200,000 compounds, 0.26% hits; in the data active = activation above about 23%;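 note: 0% = DMSO and 100% = reference agonist; some compounds past the cut are filed as inactive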
STAT1 blocker: STAT1 signaling inhibition; NIH 3T3 STAT1-luciferase reporter, IFN-gamma, luminescence; inhibition, % at 5.5 µM; 200,000 compounds, 0.35% hits; AID 920;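 active = inhibition above a set limit, the mean inhibition across all tested compounds plus 3 SD, cut at about 34% in these data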;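 note: 0% = IFN-gamma with DMSO and 100% = IFN-gamma with 300 µM nifuroxazide; values of inactives mirror those of a sister screen read the other way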
bIAP activator: intestinal alkaline phosphatase (bovine) activation. purified bovine IAP, CDP-star luminescence, 30 min; hits give high values; fold of DMSO-control signal, blank-subtracted. AID 1016. activation factor at 20 µM. 200,000 compounds, 0.17% hits;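 active = activation factor of 2 or more at 20 µM, a signal rise over negative controls twice the positive control's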
bIAP inhibitor: intestinal alkaline phosphatase (bovine) inhibition; purified bovine IAP, CDP-star luminescence, 30 min; inhibition, % at 20 µM; 190,000 tested, under 10 active;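 active = over 50% inhibition of intestinal alkaline phosphatase at 20 µM in the single-dose screen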
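System: purified bovine intestinal alkaline phosphatase (IAP) enzyme; Input: IAP diluted 1/65,000,000 in the well; Measured by: CDP-star luminescence signal; Compound dosing: 20 µM single dose; Incubation: 30 min reaction at room temperature.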
STAT3 inh: STAT3 signaling inhibition | 190,000 compounds, 0.89% hits | AID 862 | inhibition, % at 5.5 µM | U3A cells, IL-6 STAT3-luciferase reporter, luminescence; host cell line lacks STAT1;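 active = inhibition above the mean inhibition across all screened compounds plus 3 SD, cut at about 44% in these data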;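 note: 0% = DMSO only wells and 100% = 100 µM nifuroxazide control wells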
ROMK primary: human ROMK K+ channel modulation, primary screen; 130,000 compounds, 2% hits; P48048; B-score at 10 µM; Tet-inducible ROMK, thallium flux fluorescence; actives lie on both sides; AID 1918;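 active = signal ratio slope over the read window, or its plate-corrected B-score, at least 3 SD from the plate mean, either direction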;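 note: B-score of the F/F0 ratio slope over 7 to 12 s after thallium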
Target sequence (P48048 whole entry, looked up): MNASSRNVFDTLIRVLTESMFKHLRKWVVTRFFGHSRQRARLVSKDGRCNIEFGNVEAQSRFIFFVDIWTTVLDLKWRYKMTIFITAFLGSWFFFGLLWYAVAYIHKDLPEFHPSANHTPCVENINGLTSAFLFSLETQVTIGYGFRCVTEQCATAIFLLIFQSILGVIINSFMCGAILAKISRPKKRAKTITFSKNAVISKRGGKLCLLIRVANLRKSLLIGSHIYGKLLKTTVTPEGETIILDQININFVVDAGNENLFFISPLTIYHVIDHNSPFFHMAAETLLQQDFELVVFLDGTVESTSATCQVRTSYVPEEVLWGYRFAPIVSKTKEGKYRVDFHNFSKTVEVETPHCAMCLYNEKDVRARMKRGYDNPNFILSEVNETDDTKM
TNAP act hiacc: increases human TNAP activity under high phosphate acceptor concentration; purified TNAP, CDP-star luminescence, 1 M DEA, 30 min; hits give high values; 0 = EDTA background, 1 = DMSO-only activity; AID 1136; activation factor at 20 µM; 200,000 tested, under 10 active;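 active = activation factor at least 2 at 20 µM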
Target sequence (P05186 whole entry, looked up): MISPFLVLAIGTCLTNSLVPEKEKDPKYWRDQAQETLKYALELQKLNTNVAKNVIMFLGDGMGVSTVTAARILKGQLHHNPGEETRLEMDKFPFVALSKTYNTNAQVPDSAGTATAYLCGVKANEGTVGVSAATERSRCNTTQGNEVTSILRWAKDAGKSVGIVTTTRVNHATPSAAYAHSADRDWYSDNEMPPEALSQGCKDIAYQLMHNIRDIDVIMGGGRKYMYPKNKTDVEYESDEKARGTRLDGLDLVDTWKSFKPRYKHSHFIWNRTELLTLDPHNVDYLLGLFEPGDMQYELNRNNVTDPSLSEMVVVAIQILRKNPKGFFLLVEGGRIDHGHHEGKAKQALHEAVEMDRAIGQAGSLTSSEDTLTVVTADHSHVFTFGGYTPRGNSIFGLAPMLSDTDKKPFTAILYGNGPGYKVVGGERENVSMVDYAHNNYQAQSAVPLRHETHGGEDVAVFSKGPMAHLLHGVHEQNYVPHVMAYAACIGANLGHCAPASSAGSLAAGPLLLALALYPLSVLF
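Test system – human TNAP · Doses – 20 µM single point · Incubation – 30 min, room temperature · Signal – luminescent substrate turnover signal · Read-out basis – activation factor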
SRC2 TRFRET art: flags TR-FRET format artefacts in PPARgamma SRC-2 recruitment agonist screen | 200,000 compounds, 0.4% hits | TR-FRET ratio at 8 µM | TR-FRET artefact counter-screen; hits give high values; in the data active = TR-FRET ratio above about 2000; note: inactives centre near 1500
STAT3 act: STAT3 signaling activation; U3A cells, IL-6 STAT3-luciferase reporter, luminescence; 100% = signal with IL-6 EC80 alone; activation (% of control), % at 5.6 µM; 190,000 compounds, 0.91% hits; AID 871;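 active = activation above the screen-wide mean of compound activation plus 3 SD, cut at about 130% in these data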;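 note: 0% = background luminescence of wells with medium and substrate only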
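Test system: STAT3-luciferase reporter U3A cells; Detection: reporter luminescence signal; Times: 1 h compound pre-exposure, 6 h IL-6 stimulation, 37 °C; Benchmarks: IL-6-only high control; Also added: IL-6 stimulus at 33 ng/mL final.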
* hit, by the source's call; . = no result given.

nr | Compound | PPARg SRC1 recr | PPARg SRC-2 ag | PPARg SRC-3 ag | STAT1 blocker | bIAP activator | bIAP inhibitor | STAT3 inh | ROMK primary | TNAP act hiacc | SRC2 TRFRET art | STAT3 act
1 | Cc1cc2c(OCC(O)CN3CCCCC3)cccc2[nH]1 (stereo unspecified) | 4 | 1 | 0 | -2 | 1 | -2 | 9 | -0.11 | 1 | 1712 | 102
2 | O=C(Oc1ccc2cccc(OC(=O)N3CCOCC3)c2c1)N1CCOCC1 | 2 | 6 | -3 | 0 | 1 | -4 | 0 | 0.26 | 1 | 1275 | 101
3 | O=C(NCCN1CCOCC1)c1ccc(N2CCCC2)c([N+](=O)[O-])c1 | 9 | 7 | 5 | -2 | 1.1 | -5 | 3 | -0.3 | 0.9 | 1678 | 99
4 | CCOC(=O)N1CCC(NC(=O)c2ccc(N3CCC4(CC3)OCCO4)c([N+](=O)[O-])c2)CC1 | -2 | 2 | 0 | 6 | 1 | -3 | 5 | 0.043 | 0.9 | 1391 | 97
5 | COc1ccc(CCN2C(=S)N(C)C(=O)C2CC(=O)Nc2ccc(OC)cc2)cc1 (stereo unspecified) | -4 | 4 | 2 | 11 | 1.1 | -14 | 5 | -0.12 | 1 | 1629 | 100
6 | CC(Sc1ccsc1[N+](=O)[O-])C(=O)NCc1ccco1 (stereo unspecified) | -2 | 4 | -3 | 12 | 1.2 | -18 | -4 | -0.62 | 1 | 1690 | 108
7 | CC(=O)Nc1ccc(S(=O)(=O)NNC(=O)c2cccc3ccccc23)cc1 | 8 | 1 | 8 | 9 | 1 | 4 | 7 | -0.098 | 1.1 | 1517 | 101
8 | CCOCCCNC(=O)C(c1ccccc1)N(Cc1cccs1)C(=O)c1ccccc1O (stereo unspecified) | -5 | -1 | -2 | -6 | 1.1 | -11 | 8 | -0.088 | 1.1 | 1485 | 103
9 | CC(C)(C)C(=O)Nc1cccc(C(=O)c2cccc(NC(=O)C(C)(C)C)c2)c1 | 3 | 3 | 3 | -3 | 0.9 | 9 | 1 | . | 1.1 | 1555 | 103
10 | Cc1cc(C)cc(N2C(=O)CC(N3CCOCC3)C2=O)c1 (stereo unspecified) | 3 | 6 | -1 | -1 | 0.9 | 7 | 10 | . | 1 | 1546 | 94
11 | Cn1c(NC(=O)c2ccco2)c(-c2ccccc2)c(=O)c2ccccc21 | 4 | -6 | 2 | 7 | 1 | -3 | 0 | . | 1.1 | 1516 | 104
12 | CCO/N=C(\C)c1c(O)c(CC)c(-c2ccccc2)n(-c2ccccc2)c1=O | 10 | 3 | 21 | -2 | 0.9 | 13 | -2 | -0.28 | 1 | 1397 | 104
13 | CCOC(=O)c1c(-c2ccccc2)csc1NC(=O)c1nn(CC)cc1Br | -5 | 4 | -2 | -9 | 1 | 2 | 20 | . | 1 | 1665 | 86
14 | COC(=O)c1ccc(NC(=S)NC(=O)c2c(Cl)cnn2C)cc1 | 8 | 2 | -4 | -5 | 0.6 | 45 | 18 | . | 1 | 1647 | 81
15 | COc1ccc(CC(=O)Nc2ccc(-c3noc(-c4ccccc4OC)n3)cc2)cc1 | 5 | 6 | 5 | -5 | 1 | -3 | 20 | -0.097 | 1 | 1525 | 84
16 | CCC(CC)C(=O)Nc1cccc(SC)c1 | -3 | -6 | 1 | -3 | 1 | 5 | 8 | 1.5 | 1 | 1232 | 97
17 | CCOC(=O)C1NN=C(C(=O)c2ccccc2)C1c1ccc(OC)cc1 (stereo unspecified) | 7 | -2 | -8 | -5 | 1.1 | -14 | 2 | 0.12 | 1 | 1477 | 99
18 | O=C(O)C1CCCCC1C(=O)NCCCN1CCOCC1 (stereo unspecified) | 12 | -1 | -4 | 1 | 1 | 4 | 10 | . | 1 | 1621 | 96
19 | COC(=O)CNc1nc(-c2ccccc2F)nc2ccccc12 | -3 | -5 | -3 | 3 | 1 | 4 | 6 | 0.39 | 1 | 1622 | 99
20 | CCNc1ccc(Br)cc(C(=O)/C=C/c2c(Cl)cccc2Cl)c1=O | -3 | 3 | 6 | 21 | 0.9 | 6 | -33 | 0.082 | 0.9 | 1423 | 131

Random excerpt: five entries already listed.
nr | Compound | PPARg SRC1 recr | PPARg SRC-2 ag | PPARg SRC-3 ag | STAT1 blocker | bIAP activator | bIAP inhibitor | STAT3 inh | ROMK primary | TNAP act hiacc | SRC2 TRFRET art | STAT3 act
10 | Cc1cc(C)cc(N2C(=O)CC(N3CCOCC3)C2=O)c1 (stereo unspecified) | 3 | 6 | -1 | -1 | 0.9 | 7 | 10 | . | 1 | 1546 | 94
6 | CC(Sc1ccsc1[N+](=O)[O-])C(=O)NCc1ccco1 (stereo unspecified) | -2 | 4 | -3 | 12 | 1.2 | -18 | -4 | -0.62 | 1 | 1690 | 108
1 | Cc1cc2c(OCC(O)CN3CCCCC3)cccc2[nH]1 (stereo unspecified) | 4 | 1 | 0 | -2 | 1 | -2 | 9 | -0.11 | 1 | 1712 | 102
4 | CCOC(=O)N1CCC(NC(=O)c2ccc(N3CCC4(CC3)OCCO4)c([N+](=O)[O-])c2)CC1 | -2 | 2 | 0 | 6 | 1 | -3 | 5 | 0.043 | 0.9 | 1391 | 97
20 | CCNc1ccc(Br)cc(C(=O)/C=C/c2c(Cl)cccc2Cl)c1=O | -3 | 3 | 6 | 21 | 0.9 | 6 | -33 | 0.082 | 0.9 | 1423 | 131

More compounds.
nr | Compound | PPARg SRC1 recr | PPARg SRC-2 ag | PPARg SRC-3 ag | STAT1 blocker | bIAP activator | bIAP inhibitor | STAT3 inh | ROMK primary | TNAP act hiacc | SRC2 TRFRET art | STAT3 act
21 | O=S(=O)(c1ccc2c(c1)OCCO2)N1CCN(Cc2ccc3c(c2)OCO3)CC1 | 16 | -3 | -7 | -5 | 0.9 | 10 | -18 | -1.8 | 1 | 1427 | 119
22 | CCOCCCNC(=O)C(c1ccc(OC)cc1)N(Cc1cccs1)C(=O)c1ccccn1 (stereo unspecified) | -5 | 5 | 2 | -2 | 1.1 | -13 | -4 | -0.16 | 1 | 1542 | 106
23 | CCCCCCCCc1nc(=S)[nH][nH]1 | -1 | -1 | 4 | 4 | 0.8 | 21 | 4 | -0.39 | 1 | 1394 | 100
24 | Cc1ccc(NC(=O)NCc2ccccn2)cc1 | 9 | 3 | 1 | -15 | 1.1 | -14 | 7 | -0.88 | 1 | 1687 | 102
25 | CSc1nc(O)c(/C=C2\C=Nc3ccccc32)[nH]1 | 13 | 15 | 9 | -23 | 0.9 | 9 | -45 | . | 1 | 1553 | 138*
26 | COc1ccc(OC)c(-n2c(SCC(N)=O)nnc2-c2c[nH]c3ccccc23)c1 | 1 | 6 | -5 | -2 | 1.2 | -25 | 5 | . | 1 | 1510 | 103
27 | O=[N+]([O-])c1ccc2nc(-[n+]3c(-c4ccccc4)cc(-c4ccccc4)cc3-c3ccccc3)[nH]c2c1 | 11 | 9 | 3 | 15 | 0.7 | 33 | 3 | . | 1 | 1714 | 97
28 | Brc1ccc(/C=N/Nc2ncnc3c2cnn3Cc2ccccc2)cc1 | 3 | 5 | -1 | -8 | 0.9 | 5 | 9 | -1.1 | 1.1 | 1457 | 98
29 | CN(C)CCSc1nnc(-c2ccccc2)o1 | -2 | 5 | -5 | -14 | 0.9 | 8 | -9 | . | 1 | 1572 | 113
30 | CN1CCN(c2ccc(S(=O)(=O)N3CCCCC3)cc2NC(=O)Cc2ccc(Cl)cc2)CC1 | 0 | -9 | -7 | 8 | 1 | -1 | 0 | . | 1 | 1425 | 96

Among those listed so far, these have a furan ring, fused or not:
nr | Compound | PPARg SRC1 recr | PPARg SRC-2 ag | PPARg SRC-3 ag | STAT1 blocker | bIAP activator | bIAP inhibitor | STAT3 inh | ROMK primary | TNAP act hiacc | SRC2 TRFRET art | STAT3 act
6 | CC(Sc1ccsc1[N+](=O)[O-])C(=O)NCc1ccco1 (stereo unspecified) | -2 | 4 | -3 | 12 | 1.2 | -18 | -4 | -0.62 | 1 | 1690 | 108
11 | Cn1c(NC(=O)c2ccco2)c(-c2ccccc2)c(=O)c2ccccc21 | 4 | -6 | 2 | 7 | 1 | -3 | 0 | . | 1.1 | 1516 | 104

The results go on.
nr | Compound | PPARg SRC1 recr | PPARg SRC-2 ag | PPARg SRC-3 ag | STAT1 blocker | bIAP activator | bIAP inhibitor | STAT3 inh | ROMK primary | TNAP act hiacc | SRC2 TRFRET art | STAT3 act
31 | Cc1cccnc1Nc1nc(-c2ccc(O)cc2O)cs1 | -8 | 4 | 7 | -23 | 1.2 | -22 | 6 | 0.57 | 1 | 1575 | 97
32 | Cc1ccc(C(=O)c2sc3nsc(C)c3c2N)cc1 | 0 | 1 | -4 | -59 | 0.9 | 10 | 14 | 0.4 | 1 | 1539 | 94
33 | O=C(CSc1ccc(Cl)cc1)NC(=O)NCc1ccco1 | 1 | -3 | 0 | -3 | 0.9 | 15 | 5 | . | 1.1 | 1557 | 98
34 | O=C(O)/C=C/c1cnc[nH]1 | 1 | 7 | 0 | -3 | 1 | 2 | -3 | . | 1 | 1601 | 104
35 | CN(C)S(=O)(=O)c1cccc(C(=O)Nc2ccc(S(=O)(=O)N3CCCC3)cc2)c1 | 4 | 1 | 1 | 1 | 1.1 | -7 | 0 | -0.0036 | 1 | 1689 | 101
36 | Cc1ccc(S(=O)(=O)O/N=C2/CCCc3occc32)cc1 | -4 | 9 | 4 | -2 | 1 | 5 | 10 | -0.52 | 1.1 | 1317 | 98
37 | CCn1ncc(Br)c1C(=O)Nc1cc(C(=O)OC)ccc1C(=O)OC | 3 | 2 | -6 | 2 | 0.9 | 5 | -3 | . | 1 | 1589 | 109
38 | Nn1c(Nc2ccccc2)nc2sc3c(c2c1=O)CCC3 | 4 | 14 | 2 | 1 | 1.1 | -5 | 8 | . | 1 | 1590 | 98
39 | COC(=O)c1sc2nc(SCC(=O)N(C)c3ccccc3)n(N)c(=O)c2c1C | 6 | 3 | 0 | -4 | 1 | -2 | 18 | 1.3 | 1 | 1776 | 87
40 | O=C(CSc1nnc(-c2ccncc2)n1Cc1ccco1)Nc1nccs1 | 4 | 11 | -1 | 7 | 0.9 | 10 | 8 | . | 1 | 1580 | 96
41 | Cc1ccc(C(=O)NCCSc2c(C)[nH]c3ccccc23)cc1[N+](=O)[O-] | 13 | 0 | -1 | 27 | 1.1 | -6 | 4 | 0.55 | 1 | 1435 | 97
42 | CSc1ccccc1NC(=O)c1cnccn1 | 7 | -2 | 0 | 3 | 1 | 4 | 1 | . | 1 | 1473 | 104
43 | Cc1csc(NC(=O)C2COc3ccccc3O2)n1 (stereo unspecified) | -5 | -4 | -3 | -57 | 0.9 | 11 | 57* | 0.041 | 1 | 1387 | 53
44 | CCOc1ccccc1N1CCN(C(=O)COc2ccc3c(C)cc(=O)oc3c2)CC1 | 2 | 1 | 4 | 23 | 1 | -5 | 20 | 0.82 | 1.1 | 1339 | 89
45 | CCN1CCc2nc(NC(=O)CC(c3ccccc3)c3ccccc3)sc2C1 | 3 | 1 | 8 | 0 | 1.1 | -7 | -7 | . | 1 | 1702 | 109
46 | CCOC(=O)N1CCN(C(=O)CSc2ccc(-c3ccc(OC)cc3)nn2)CC1 | 7 | 8 | 0 | -3 | 1.2 | -20 | 6 | -0.011 | 1 | 1567 | 104

Source: PubChem

Compounds as they come; any-hit rate near 3.7%.
